Screening data (PubChem)
OX1R antag-1 = OX1R (human) antagonism. O43613. 1.8% of 330,000 active. OX1R-expressing cells, FRET antagonist read-out. inhibition, % at 6.6 µM. AID 485270; in the data active means inhibition mostly above about 38%, no sharp cut-off; inactive means mostly below about 40%;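 further: 0% = agonist challenge alone and 100% = reference antagonist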
Target sequence (O43613 whole entry, looked up): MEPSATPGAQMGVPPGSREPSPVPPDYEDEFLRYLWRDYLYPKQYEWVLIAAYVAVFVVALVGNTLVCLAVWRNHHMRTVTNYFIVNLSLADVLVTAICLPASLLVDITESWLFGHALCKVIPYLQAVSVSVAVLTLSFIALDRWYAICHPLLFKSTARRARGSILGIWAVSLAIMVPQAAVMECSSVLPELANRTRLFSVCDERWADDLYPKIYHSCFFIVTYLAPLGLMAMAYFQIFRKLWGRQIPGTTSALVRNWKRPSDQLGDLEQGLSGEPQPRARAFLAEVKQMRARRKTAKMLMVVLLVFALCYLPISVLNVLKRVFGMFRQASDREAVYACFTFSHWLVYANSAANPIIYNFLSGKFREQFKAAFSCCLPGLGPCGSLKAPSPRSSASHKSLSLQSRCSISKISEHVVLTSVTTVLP
OX1R antag-2 = blocks the human orexin 1 receptor; O43613; CHO/OX1R cells, Fluo-8 calcium fluorescence, orexin A; inhibition, % at 5 µM; 0.43% of 330,000 active; AID 434989;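 active means inhibition above its plate's threshold, mean inhibition of all tested compounds on the plate plus 3 SD, cut at about 37% in these data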;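 further: 0% = orexin A challenge wells and 100% = SB-334867-A antagonist wells; not every result past the cut was called active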
Active calls of the source: *. Not a hit list. Share with any hit: about 2.1%.

Every second line gives: OX1R antag-1, OX1R antag-2
> Cc1nc([N+](=O)[O-])nn1C12CC3CC(CC(Cl)(C3)C1)C2
 : 27, -15
> O=C(CNC(=O)C12CC3CC(CC(C3)C1)C2)N/N=C\c1ccco1
 : -4, -10
> NC(=O)c1cccc(-c2noc(-c3ccccc3F)n2)c1
 : 2, -2
> CCOc1cc(NC(=S)NCCCN2CCOCC2)c(OCC)cc1NC(=O)C(C)C
 : 14, -20
> O=C1OCC2=C1C(c1ccccc1)CC(=O)N2c1cccc(F)c1 (configuration not stated)
 : 9, -17
> CCOC(=O)CCNC(=O)N1CCCC(CNS(=O)(=O)c2cccs2)C1 (configuration not stated)
 : 22, -11
> CN(C)S(=O)(=O)Oc1ccsc1C(=O)Nc1cccc(Cl)c1Cl
 : 42, -26
> COc1ccc(-c2cn(-c3ccc(C)cc3)c(=O)n2CC(=O)Nc2cccc(F)c2)cc1
 : 32, -17
> Cc1cc(C)n(-c2nc3ccccc3nc2N2CCC(C)CC2)n1
 : 10, -26
> C=CCn1c(=O)c(C(=O)NCCNCC)c(O)c2ccccc21
 : 11, -29
> C/C(CCC(C)C)=N\Nc1cc(C)c2ccccc2n1
 : 12, -26
> COc1ccc(-n2nc(C(=O)NCC(=O)NCc3ccc(F)cc3)c3ccccc3c2=O)cc1OC
 : 21, -39
> COc1ccc(Cn2nnnc2C(c2cc(OC)ccc2OC)N2CCC(C(N)=O)CC2)cc1 (configuration not stated)
 : 12, -19
> Cc1cc(C)cc(NC(=O)CCCN2C(=O)C(c3ccccc3)Oc3cccnc32)c1 (configuration not stated)
 : 13, -30
> CC(C)(C)c1ccc(C(=O)Nc2ccc(CC(=O)O)cc2)o1
 : 14, 3
> Cn1c(NNC(=O)c2c(F)cccc2F)cc(=O)n(C)c1=O
 : 23, -16
> Fc1ccc2c(c1)C(c1ccc(N3CCOCC3)cc1)=NNC(c1cccs1)=N2
 : 13, -11
> COc1cccc(CNC(=O)c2ccc(COc3ccccc3)cc2)c1
 : 11, -12
> C=CCN(Cc1nc(-c2cc(OC)c3c(c2)OCO3)oc1C)C1CCS(=O)(=O)C1 (configuration not stated)
 : 8, -29
> Cc1cc(Cl)c(S(N)(=O)=O)cc1OCC(N)=O
 : 10, 3
> CCOc1ccc(N2C(=O)c3cccnc3C2Nc2ccc(F)cc2)cc1 (configuration not stated)
 : 12, -39
> O=C(Nc1ccc(O)c2c(=O)cc(-c3cccc(Cl)c3)oc12)c1ccccc1Cl
 : 16, -40
> COc1ccc2nc(Cl)c(C3CC(c4ccco4)=NN3C(=O)CCCC(=O)O)cc2c1 (configuration not stated)
 : 16, -7
> Cc1ccccc1C(=O)Nc1ccnn1C1CCN(Cc2cnn(C)c2)CC1
 : 27, 2
> CC(=O)NC(=S)Nc1cc(C(F)(F)F)ccc1N1CCOCC1
 : 15, -15
> CCOC(=O)CCCNC(=O)CCNC(=O)c1ccc(OCC(C)C)cc1
 : 2, -16
> Cc1ccc(C(=O)C(C)OC(=O)Cn2cnc3c2c(=O)n(C)c(=O)n3C)cc1 (configuration not stated)
 : 16, -9
> COc1ccc(OC)c(CCNC(=O)c2ccc3c(c2)N(Cc2ccccc2)CCS3)c1
 : 23, -25
> CNC(C)C#Cc1ccc2c(=O)c3ccccc3oc2c1 (configuration not stated)
 : 54, 3
> COc1ccc(C[C@H](N)C(=O)N[C@H]2[C@@H](O)[C@H](n3cnc4c(N(C)C)ncnc43)O[C@@H]2CO)cc1
 : 19, -6
> Cn1ccnc1SCC(=O)NCC(=O)Nc1ccc(F)c(F)c1F
 : 6, 1
> CCOc1cc(N2CCOCC2)c(OCC)cc1NC(=O)COC(=O)c1ccc([N+](=O)[O-])o1
 : 30, -26
> CC(=O)c1ccc(OCC(O)CN(C)CCOc2ccc(Br)cc2)cc1 (configuration not stated)
 : 7, -11
> CCN(CC(=O)Nc1ccc2c(c1)OCCO2)C(=O)c1ccc(C)c(S(=O)(=O)N2CCOCC2)c1
 : 12, -13
> CCOC(=O)N1CCN(C(=O)Nc2ccccc2Cl)CC1
 : -1, 8
> O=C(CSc1nncn1-c1ccccc1)Nc1cc(Cl)cc(Cl)c1
 : 5, -5
> Cc1c(Br)c([N+](=O)[O-])nn1C(C)C(=O)NCC1CCCO1 (configuration not stated)
 : 17, 3
> Cc1cccc(N2CCN(C(=O)C3CCCCC3)CC2)c1C
 : 9, -24
> O=C(CCSc1nnc2scc(-c3ccccc3)n12)NCc1ccc2c(c1)OCO2
 : 16, -21
> CCOC(=O)C1(CCOc2ccccc2)CCN(Cc2ccc(C)o2)CC1
 : 8, -3
> FC(F)(F)c1ccc(CN2C[C@@H]3C(c4ccc(C(F)(F)F)cc4)C4(c5cccnc5)CC3(C4)[C@H]2c2ccccc2)cc1 (some centres not stated)
 : 38, -40
> COc1cccc(CNC(=O)CSc2nc(=O)n(Cc3ccncc3)c3c2CCC3)c1
 : 5, -9
> COc1cc(C2c3c(oc4ccccc4c3=O)C(=O)N2CCN2CCOCC2)cc(OC)c1OC (configuration not stated)
 : 13, -25
> COc1ccc(Oc2ccc(C(F)(F)F)cc2NC(=O)CC(CC(=O)O)c2ccccc2)cc1 (configuration not stated)
 : 2, -20
> CC(=O)c1ccc(N2CCN(c3ccc(S(=O)(=O)NCCN(C)C)cc3[N+](=O)[O-])CC2)cc1
 : 53, -8
> O=[n+]1cc(-c2ccccc2)n([O-])c2c1CCCCC2
 : 25, 2
> COc1ccccc1OCC(=O)NNC(=O)c1c(-c2ccccc2Cl)noc1C
 : 10, -29
> Cc1ccc(N2C(=O)C(Cc3ccc(O)cc3)NC2=S)cc1C (configuration not stated)
 : 4, -4
> COc1cccc(CN(C)C(=O)c2cc(S(=O)(=O)N3CCN(c4ccccc4)CC3)ccc2Cl)c1
 : 24, -36
> CCCC(=O)Nc1ccc(C(=O)Nc2nnc(COCC)s2)cc1
 : 14, -35

(continued)
Every second line gives: OX1R antag-1, OX1R antag-2
> Cc1cccc(C(=O)NCC(=O)N2CCCC2)c1
 : 12, 0
> O=C(COC(=O)c1nsc(Cl)c1Cl)NC1CCCC1
 : 16, -12
> O=C(CSc1nnc2scc(-c3ccccc3)n12)N1CCCc2ccccc21
 : 8, -5
> Nc1nnc(SCc2cn3cc(Cl)ccc3n2)s1
 : 4, -17
> COc1ccccc1NS(=O)(=O)c1cc(N2Cc3ccccc3C2=N)ccc1N1CCOCC1
 : 4, -14
> COc1ccc(OC)c(/C=C/C(=O)NCCc2nc3ccccc3[nH]2)c1
 : 15, -21
> CC(C)CC(=O)Nc1ccnn1C1CCN(C(=O)c2ccccc2F)CC1
 : 7, 3
> Cc1ccccc1N1C(S)=C(C#N)C(=O)NC1c1cccs1 (configuration not stated)
 : 10, -7
> O=C(/C=C/c1ccco1)NC(=S)Nc1cc(-c2nc3ccccc3s2)ccc1Cl
 : 14, -26
> Cn1cc([N+](=O)[O-])c(C(=O)NCc2cc3ccccc3[nH]2)n1
 : 20, 1

Five records picked at random from the list so far:
Every second line gives: OX1R antag-1, OX1R antag-2
> Cc1ccccc1N1C(S)=C(C#N)C(=O)NC1c1cccs1 (configuration not stated)
 : 10, -7
> O=C(CSc1nnc2scc(-c3ccccc3)n12)N1CCCc2ccccc21
 : 8, -5
> Cn1cc([N+](=O)[O-])c(C(=O)NCc2cc3ccccc3[nH]2)n1
 : 20, 1
> Nc1nnc(SCc2cn3cc(Cl)ccc3n2)s1
 : 4, -17
> CC(C)CC(=O)Nc1ccnn1C1CCN(C(=O)c2ccccc2F)CC1
 : 7, 3

(further entries)
Every second line gives: OX1R antag-1, OX1R antag-2
> Cc1ccc(SC[C@H](C)CN2CC[C@H](NC(=O)OCc3ccccc3)CCC2=O)cc1
 : 18, -30
> CC(=O)Nc1ccccc1Sc1ccccc1
 : 10, -13
> CC[C@]12CCCN3CCc4c(n(c5ccccc45)C(=O)C1)[C@@H]32
 : 12, -22
> Clc1ccc(CNc2cnccn2)cc1Cl
 : -4, 3
> COC(=O)c1sccc1NC(=S)Nc1cccc(F)c1
 : 9, -3
> COC(=O)CC1C(=O)NC2CCCCC2N1C(=O)c1ccccc1 (configuration not stated)
 : 15, -19
> C#CC[N+](C)(C)CCCCCCCC
 : 11, -11
> COC(=O)C1C(=O)c2c([nH]c(C(=O)OC3CCCCC3)c2C)CC1C (configuration not stated)
 : 10, -34
> Cc1nn(CC2CC2)c(=O)n1-c1ccc(Cl)cc1
 : 24, 3
> Cc1ccc(NCc2nc3ccccc3n2C)c(C)c1
 : 22, -6
> C/C(=N\NC(=S)NCc1ccccc1)c1ccc2ccccc2c1OC(F)F
 : 7, -12
> COc1ccccc1/C=C/C(=O)OC(C)CN1CCOCC1 (configuration not stated)
 : 14, -25
> NNC(=O)CNC(c1ccccc1)c1cc(Br)ccc1N (configuration not stated)
 : 6, -31
> COc1ccc(CNC(=O)COc2ccc(S(=O)(=O)N3CCOCC3)cc2C)cc1
 : 18, -19
> COc1ccc(NC(=O)CN2CC(c3ccccc3)CC2=O)cc1OC (configuration not stated)
 : 9, 6
> CC(C)(C)OC(=O)N[C@H](C(=O)OC(C)(C)C)c1ccccc1
 : 3, -16
> CC(=O)NC(Cc1cccc(F)c1)C(=O)NC1CCN(c2ncccc2[N+](=O)[O-])CC1 (configuration not stated)
 : 12, -39
> COc1ccc(C)cc1NC(=O)CSc1nnc(CC(=O)Nc2ccccc2F)n1C
 : 10, -21
> CC1CN(C(=O)c2cccc(S(=O)(=O)Nc3ccc(Cl)cc3)c2)CC(C)O1 (configuration not stated)
 : 5, -25
> O=C(Nc1ccc(C(=O)N2CCCCC2)cc1)C1=CSCCO1
 : 8, -8
> O=C(Cn1cc(C(F)(F)F)cc(Cl)c1=O)NCc1ccccc1
 : 5, 3
> O=S(=O)(c1ccc(NC2CCCCC2)cc1)N1CCOCC1
 : 5, 3
> CN(CC1COc2ccccc2O1)C(=S)Nc1ccccc1F (configuration not stated)
 : 11, -16
> Cc1ccccc1NS(=O)(=O)c1ccc(C)c(C(=O)N2CCOCC2)c1
 : 31, -11
> COc1ccc2cc(C3c4cc(OC)c(OC)cc4CCN3C(=O)c3ccco3)c(=O)[nH]c2c1 (configuration not stated)
 : 4, -13
> CSc1nc2c(c(=O)n1C)SC(C)C2 (configuration not stated)
 : 11, -10
> CC12CN3CC(C)(CN(C1)C3c1ccc(Br)cc1)C2 (configuration not stated)
 : 8, -4
> Cc1ccc(C(=O)NNC(=O)c2cccc(S(=O)(=O)N3CCN(c4ccccc4)CC3)c2)cc1
 : 5, -6
> C=C1CC[C@@]23CC[C@]4(C)[C@@](OC2=O)([C@@H]3C1)[C@H]1O[C@H]1C1[C@@]2(C)CC[C@H](O)C(C)(C)C2CC[C@]14C (some centres not stated)
 : 5, -23
> CCN(CC)C(=O)CSc1nnc(NC(=O)CCc2ccccc2)s1
 : 9, -22
> N#CCSc1nc2[nH]ncc2c(=O)n1-c1ccccc1Br
 : 2, -27
> CC(=O)N1CCC(O)(c2cccc(C(F)(F)F)c2)CC1
 : 3, -15
> NNC(=O)C1c2ccccc2Oc2ccccc21
 : -6, -7
> COC(=O)[C@@H](NC(=O)Nc1cccc(Br)c1)C(C)C
 : 16, 1
> CS(=O)(=O)Nc1cccc(S(=O)(=O)N2CCN(C(=O)c3ccccc3)CC2)c1
 : 10, -4
> O=C(C[C@H]1C/C=C\C[C@@H](Cc2ccc(F)cc2)C(=O)O[C@H](c2ccccc2)CNC1=O)N[C@@H](CO)Cc1ccccc1
 : 1, 9
> Cc1cccc(NS(=O)(=O)c2ccc(C3CCCCC3)cc2)n1
 : -2, 6
> O=C(NCc1ccccc1)C1CCCN1S(=O)(=O)c1ccc(Cl)cc1 (configuration not stated)
 : 7, -20
> COc1ccccc1NC(=O)CSc1nc2ccccc2c(=O)n1CCNC(C)=O
 : 18, -8
> Cc1ccc(C(=O)CN2C(=O)C(=O)N(Cc3ccccc3)C2=O)cc1
 : 18, -30
> O=C(NCc1nnc(SCC(=O)N2CCCCC2)o1)c1c(F)cccc1Cl
 : 10, -24
> O=S(=O)(NC1CCCCC1Nc1ccc(Cl)cc1)c1ccccc1 (configuration not stated)
 : 29, -40
> Cc1cccc2cc(-c3ccccc3)c(-c3ccccc3)c[n+]12
 : 21, -16
> COc1ccc(S(=O)(=O)N2CCN(C(=O)c3cc(C4CC4)nn3-c3ccccc3)CC2)cc1OC
 : 11, -28
> Nc1ccc(Cl)c(-c2nc3ncccc3o2)c1
 : 5, -24
> COc1ccc(C(C(=O)NCC2CCCO2)N(C(=O)CNC(=O)c2ccco2)c2ccc(C)c(C)c2)cc1OC (configuration not stated)
 : 11, 0
> CN(c1ccc(Cl)cc1)c1cc(=O)n(C)c2ccccc12
 : 28, -14
> O=C(Cn1cnc2sc(-c3ccccc3)cc2c1=O)NCCc1ccccc1
 : 9, -24
> Cc1ccc(-c2nnn(CCC(=O)NC(C)(C)C)n2)cc1
 : 2, -11
> OC1CCN(C(=S)NCCc2ccccc2)CC1
 : 15, -13

(listing goes on)
Every second line gives: OX1R antag-1, OX1R antag-2
> CCc1ccc(CN(C)C(=O)CCc2nnc(CCc3cccc(OC)c3)o2)nc1
 : 6, -13
> Cc1cccnc1NC(=S)Nc1ccc(F)cc1F
 : 15, -4
> Cc1ccc(NC(=O)CCC(=O)N2CCN(S(=O)(=O)c3ccc(C)cc3)CC2)cc1
 : 6, -15
> Cc1cccc(Nc2ccc([N+](=O)[O-])cc2C(=O)O)c1
 : 21, -11
> CCOC(=O)C1CCCN(C(=O)C2CCN(c3nnc(-n4cccc4)s3)CC2)C1 (configuration not stated)
 : 9, -20
> COc1ccc(N(C(=O)C(C)C)S(=O)(=O)c2ccc3ccccc3c2)cc1
 : 3, -33
> CCOc1cc(C(C(=O)NCC2CCCO2)N(C(=O)Cn2nnc3ccccc32)c2ccc(OC)c(OC)c2)ccc1O (configuration not stated)
 : 4, -18
> COc1cccc2sc(NC(=O)c3ccc(S(=O)(=O)N4CCOCC4)cc3)nc12
 : 21, -4
> Cn1ncc(Cl)c1C(=O)N1CCN(c2ncccn2)CC1
 : 10, -9
> COc1ccc(CCNC(=O)c2cn3ccc(C)cc3n2)cc1OC
 : 12, -18
> O=C(CNC(=O)c1ccccc1)c1ccccc1
 : 85*, -18
